# ROC1-CUL1 inh – blocks human RBX1-Cullin-1 di-ubiquitin formation | inhibition, % at 10 µM | 140,000 tested, 0.6% active | P62877+Q13616 | in vitro K48 di-Ub FRET, acceptor:donor ratio, 45 min; in the data active = inhibition above about 25%
# Target sequence (P62877 whole entry, looked up): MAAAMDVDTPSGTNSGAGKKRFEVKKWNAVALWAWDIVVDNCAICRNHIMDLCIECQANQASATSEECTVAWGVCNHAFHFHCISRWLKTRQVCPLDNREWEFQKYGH
# Target sequence (Q13616 whole entry, looked up): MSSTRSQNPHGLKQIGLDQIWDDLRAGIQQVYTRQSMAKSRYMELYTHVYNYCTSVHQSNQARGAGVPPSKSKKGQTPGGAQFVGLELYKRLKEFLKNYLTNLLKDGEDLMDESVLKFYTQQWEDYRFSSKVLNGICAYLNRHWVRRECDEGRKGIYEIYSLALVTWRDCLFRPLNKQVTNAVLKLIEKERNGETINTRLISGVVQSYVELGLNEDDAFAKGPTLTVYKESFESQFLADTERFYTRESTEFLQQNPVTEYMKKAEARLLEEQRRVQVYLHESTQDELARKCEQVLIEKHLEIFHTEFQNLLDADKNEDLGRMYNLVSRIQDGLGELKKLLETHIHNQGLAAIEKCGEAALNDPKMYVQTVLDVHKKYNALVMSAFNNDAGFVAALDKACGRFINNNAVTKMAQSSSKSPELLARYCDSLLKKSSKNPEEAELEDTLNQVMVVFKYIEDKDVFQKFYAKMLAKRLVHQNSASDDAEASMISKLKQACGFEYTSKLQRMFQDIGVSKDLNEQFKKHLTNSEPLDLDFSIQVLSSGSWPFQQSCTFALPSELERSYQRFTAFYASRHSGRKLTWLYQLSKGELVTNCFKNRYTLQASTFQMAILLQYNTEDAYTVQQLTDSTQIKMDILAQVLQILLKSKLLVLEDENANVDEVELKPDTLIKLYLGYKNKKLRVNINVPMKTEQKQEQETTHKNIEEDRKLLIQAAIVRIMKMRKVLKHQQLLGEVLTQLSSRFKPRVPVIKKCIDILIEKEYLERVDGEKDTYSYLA
# * hit, by the source's call. Only part of the results is shown. The share of hits here may be higher or lower than overall.
SMILES,ROC1-CUL1 inh
O=C(C1=C(N2CCCCC2)C(=O)N(c2ccccc2)C1c1ccc(F)cc1)c1ccccc1 (stereo unspecified),10.2
Cc1[nH]nc2c1C(c1cc(Br)c(OCc3ccccc3Cl)c(Br)c1)C(C#N)C(=N)O2 (stereo unspecified),-0.4
Cc1cc2ccccc2n1CCNC(=O)c1cc(C(F)(F)F)cc(C(F)(F)F)c1,-14.7
COc1ccc2cc(CNc3ccccc3)c(=O)n(CC(=O)Nc3ccc(C)cc3C)c2c1,0.5
CCCn1c(C)cn2c3c(=O)n(Cc4cccc(C)c4)c(=O)n(C)c3nc12,1.9
CC(NS(=O)(=O)Cc1ccccc1F)c1ccccc1 (stereo unspecified),-12.1
CC1CCCCN1CCN(C)Cc1cccc(-c2nc(C(F)F)cc(=O)[nH]2)c1 (stereo unspecified),6.6
CCN(CC)c1cc(C)c2ccccc2n1,-11.2
O=C(Nc1cccc(C(F)(F)F)c1)C(Cc1cccnc1)=NC(=O)c1ccsc1,7.7
CCOC(=O)N1CCN(Cc2ccc3c(c2)CN(C(=O)CCc2c(C)nn(C)c2C)CCO3)CC1,-3.6
Cn1ncc(Br)c1C(=O)Nc1cccc(C(F)(F)F)c1,10.5
Cc1ccc2nc(N3CCN(c4cccc(C)c4C)CC3)c3nnnn3c2c1,-11.5
Cc1cccc(N2CCN(C(c3ccccc3)c3nnc(-c4ccccc4Cl)o3)CC2)c1C (stereo unspecified),-0.8
Cc1cccc(CSC2=NC(=O)C3C(=NC(=O)CC3c3cccc(O)c3)N2C)c1 (stereo unspecified),-3.9
Cc1c(C(C)NCc2cccc3nonc23)cnn1-c1ccc(F)cc1F (stereo unspecified),-4.1
Cc1ccc(NC(=O)C2CCCN(S(=O)(=O)c3c(C)nn(C)c3C)C2)c(C)c1 (stereo unspecified),-7.2
CC1CCN(c2oc(-c3cccs3)nc2S(=O)(=O)c2ccccc2)CC1,5.1
O=C(CC(Sc1ccc(Cl)cc1)c1ccc([N+](=O)[O-])cc1)c1ccccc1 (stereo unspecified),8.1
Clc1ccc(OCCCCCCNCc2ccco2)c(Br)c1,-2.3
O=C1C2C3C=CC(C4C=CC43)C2C(=O)N1c1ccccc1 (stereo unspecified),-5.7
COc1ccc(OCc2ccc(-c3nc(C#N)c(N4CCN(c5cccc(Cl)c5)CC4)o3)o2)cc1,7.2
O=C1/C(=C\c2ccc(-c3ccccc3[N+](=O)[O-])o2)SC(=Nc2ccccc2)N1c1ccccc1,-3.2
O=C(NCc1ccccc1)c1ccc(NC(=O)N2CC3CCCN3c3ccccc32)cc1 (stereo unspecified),-3.5
Cc1cc(Nc2cccc3ccccc23)nc2ccccc12,-5.2
C/C(=N\NC(=O)c1c(-c2ccccc2)noc1C)c1ccc(NS(C)(=O)=O)cc1,-2.2
COc1cccc(CNC(=O)Cn2ncc3c4ccccc4n(C)c3c2=O)c1,-0.8
CCS(=O)(=O)N1CCCC1C(=O)Nc1cccc(-n2cccn2)c1 (stereo unspecified),5.3
CCc1ccc2ncc(C(=O)c3ccc(C)c(C)c3)c(N3CCC(C(N)=O)CC3)c2c1,-3.5
CC(=O)c1ccc(N2CCN(C(=O)CCCCn3c(=O)[nH]c4ccsc4c3=O)CC2)cc1,-0.9
CCn1c(CNC(=O)c2ccc(OC)cc2)nnc1SCC(=O)Nc1cccc(C)c1C,0.0
CC(Oc1cccc(Br)c1)C(=O)N1CCN(c2ncccn2)CC1 (stereo unspecified),3.6
CN(c1ccc(C(=O)NC2CC3CCC2C3)cc1)S(C)(=O)=O (stereo unspecified),0.0
COc1cccc(C2CC(=O)C3=C(C2)Nc2ccccc2NC3c2cccnc2)c1 (stereo unspecified),7.0
COc1ccc(Br)cc1CNC(=O)CSc1n[nH]c(-c2ccccc2)n1,0.7
O=C(Nc1sc2c(c1CN1CCN(Cc3ccc4c(c3)OCO4)CC1)CCC2)c1ccc(F)cc1,-7.8
COc1ccccc1NC(=S)NC(=O)C(c1ccccc1)c1ccccc1,10.0
Cc1cc(C)cc(NC(=O)C(C)C)c1,-8.7
CCOC(=O)c1cc(OC(=O)c2cccc(Cl)c2)n(-c2ccccc2)n1,-9.7
Fc1cccc(-c2n[nH]c3c2CN(Cc2nccs2)CC3)c1,-5.1
CCOCCCn1c(=N)c(C(=O)NC2CCCCC2)cc2c(=O)n3ccccc3nc21,1.5
COc1ccc(NC(=O)CCCn2nc(C)c3sc4ccccc4c3c2=O)cc1,2.0
COC(=O)c1ccccc1NC(=O)C1(c2cccs2)CCOCC1,2.4
O=C(Nc1cnn(-c2ccc(C(=O)N3CCOc4ccccc4C3)cc2)c1)c1cccnc1,8.3
CC(C)(C)c1ccc(S(=O)(=O)Nc2ccc(C(=O)Nc3ccncc3)cc2)cc1,9.4
COc1ccccc1NC(=O)CSC1=NC(=O)C(Cc2ccccc2)C(=O)N1c1ccccc1C (stereo unspecified),6.0
O=c1c2c3c(sc2[nH]c(=S)n1C1CCCCC1)CN(Cc1ccccc1)CC3,8.0
O=C(c1cnn2c(C(F)(F)F)cc(-c3ccc4c(c3)OCO4)nc12)N1CCCC1,-2.9
Nc1c(C(=O)Nc2ccc(Cl)cc2F)sc2nc(-c3ccc(F)cc3)ccc12,-9.5
COc1ccc(-c2n[nH]c(=S)n2-c2ccc(C)cc2)cc1,3.9
Cc1ccc2[nH]c3nc(N/N=C/c4ccccn4)nnc3c2c1,-4.9
CCN1CCN(c2ccc(C(=O)NCCCc3ccccn3)cn2)CC1,-5.3
O=C(CSc1nnnn1C1CCCCC1)Nc1ccccc1F,5.0
OCc1ccc(CN2CCC(n3cc(-c4ccccn4)nn3)CC2)o1,-5.3
C=CCn1nnnc1NCc1c(F)cccc1Cl,-7.1
CCOc1ccc(NC(=O)CCNS(=O)(=O)c2ccc3c(c2)oc(=O)n3C)cc1,4.6
OCC1(Cc2ccc(F)cc2)CCCN(Cc2cccc(Cl)c2)C1 (stereo unspecified),-1.8
CCOc1ccc(-c2nnc(SCC(=O)NCc3ccc(Cl)cc3)o2)cc1,-3.9
Cc1ccc(S(=O)(=O)NC(=NC(Cc2ccccc2)C(=O)O)c2ccccc2)cc1 (stereo unspecified),-1.6
Cc1cccc(CN2CCCC3(CCN(C(=O)c4cc(C)[nH]n4)C3)C2=O)c1 (stereo unspecified),-2.1
Cc1ccc(OS(=O)(=O)c2cc(Cl)c(Cl)cc2Cl)c(-n2nc3ccccc3n2)c1,5.5

# (list continues)
SMILES,ROC1-CUL1 inh
Cc1ccc2c(N)c(C(=O)c3ccc4c(c3)OCO4)sc2n1,-1.2
COC(=O)c1ccccc1SCC(=O)Nc1onc(C)c1C,-3.9
Cc1nc2ccc(S(=O)(=O)NCC(=O)Nc3ccc(C)c(Cl)c3)cc2s1,8.7
COc1ccc(F)cc1C(=O)C1CCCN(Cc2cccc3nonc23)C1 (stereo unspecified),-1.8
C=CCNCCOc1cc(Cl)ccc1Cl,-5.5
COc1cc2c(cc1OC)CN(C(=O)CSc1ncnc3sc(C)c(C)c13)CC2,5.0
CN=C1CC=CC=C(C(=O)/C=C/c2ccc(C)cc2C)C1=O,103.0*
O=C1c2ccccc2-c2ccccc21,3.8
CCC1CN(C(=O)N2CCC(C(=O)NCc3cccc(C)c3)CC2)c2ccccc2O1 (stereo unspecified),-0.9
CCC1CCCCN1C(=O)c1coc(CN2CCN(c3ncccn3)CC2)n1 (stereo unspecified),7.5
Cc1ccccc1SCn1nnc2ccccc21,-3.9
COc1ccccc1CC(=O)N1CCc2c(cnc(C)c2CNC(=O)c2ccccc2SC)C1,-8.8
Cc1sc2nc(SCC(=O)c3ccc(Br)cc3)n(N)c(=O)c2c1C,-2.8
Cc1ccc(S(=O)(=O)N=S=C(Sc2cccs2)c2c(C)cc(C)cc2C)cc1,8.5
COc1cc(=O)n2c(c1C(=O)NCc1ccc3c(c1)OCO3)CCN(C(=O)c1ccccc1C)CC2,-7.6

# Gathered by group: those above containing a thiophene ring, fused or not (12)
SMILES,ROC1-CUL1 inh
O=C(Nc1cccc(C(F)(F)F)c1)C(Cc1cccnc1)=NC(=O)c1ccsc1,7.7
CC1CCN(c2oc(-c3cccs3)nc2S(=O)(=O)c2ccccc2)CC1,5.1
CC(=O)c1ccc(N2CCN(C(=O)CCCCn3c(=O)[nH]c4ccsc4c3=O)CC2)cc1,-0.9
O=C(Nc1sc2c(c1CN1CCN(Cc3ccc4c(c3)OCO4)CC1)CCC2)c1ccc(F)cc1,-7.8
COc1ccc(NC(=O)CCCn2nc(C)c3sc4ccccc4c3c2=O)cc1,2.0
COC(=O)c1ccccc1NC(=O)C1(c2cccs2)CCOCC1,2.4
O=c1c2c3c(sc2[nH]c(=S)n1C1CCCCC1)CN(Cc1ccccc1)CC3,8.0
Nc1c(C(=O)Nc2ccc(Cl)cc2F)sc2nc(-c3ccc(F)cc3)ccc12,-9.5
Cc1ccc2c(N)c(C(=O)c3ccc4c(c3)OCO4)sc2n1,-1.2
COc1cc2c(cc1OC)CN(C(=O)CSc1ncnc3sc(C)c(C)c13)CC2,5.0
Cc1sc2nc(SCC(=O)c3ccc(Br)cc3)n(N)c(=O)c2c1C,-2.8
Cc1ccc(S(=O)(=O)N=S=C(Sc2cccs2)c2c(C)cc(C)cc2C)cc1,8.5

# New compounds follow
SMILES,ROC1-CUL1 inh
COc1ccc(C(C)(C)C)cc1OC,0.0
O=C(c1ccc(NS(=O)(=O)c2cccc(F)c2)cc1)N1CCCC1,-4.2
O=C(O)c1cc(S(=O)(=O)N2CCCC2)cs1,15.2
Cc1ccc(CNC(=O)CSC2=Nc3ccccc3C3=NC(C)C(=O)N23)cc1 (stereo unspecified),-10.4
CC(CNc1nncc(-c2cccc3ccccc23)n1)Oc1cccnc1 (stereo unspecified),2.3
CCCCNC(=O)C1CCC(Cn2c(=O)c3sccc3n(Cc3ccccc3)c2=O)CC1 (stereo unspecified),-8.2
Cc1[nH]nc2c1C(c1ccc(OCc3cccc4ccccc34)cc1)C(C#N)C(=N)O2 (stereo unspecified),-9.9
CCOC(=O)COc1ccc(C#N)cc1OC,10.8
O=C(Nc1cccnc1)C1CC2CCCC(C1)C2=O (stereo unspecified),0.3
Cc1oc(-c2cc(F)ccc2F)nc1CN(Cc1ccccn1)C[C@@H]1CCC(=O)N1,-3.3
Cc1onc(-c2ccccc2)c1C(=O)Nc1ccc(C(F)(F)F)cc1,4.3
COc1ccc(NC(=O)c2oc3ccccc3c2NC(=O)c2cccc(F)c2)c(OC)c1,-2.4
FC(F)(F)c1cccnc1Sc1ccccn1,-2.8
O=C(c1cccc(N2CCOCC2)c1)N1CCc2[nH]nc(-c3ccccc3)c2C1,6.2
CC(C)NC(=O)Cc1cccs1,-8.1
O=C1N(c2ccccc2)C[C@@H]2C[C@@H](/C=C/c3ccco3)N3CCC[C@@]123,5.3
COc1ccc(C(=O)N2CCN(c3cccc(Cl)c3)CC2)cc1C,4.5
CCOc1ccc(-c2nonc2NC(=O)c2ccccc2C)cc1,0.7
CC(C)c1ccc(/C=C/c2nc(N)[nH]c(=O)c2[N+](=O)[O-])cc1,4.8
CC(C)CCC(=O)N1CCOc2ccc(C(C)(O)CN(C)C)cc2C1 (stereo unspecified),-5.2
S=c1[nH][nH]c(=S)c2ccccc12,11.4
CCC1(CC)Cc2ccccc2-c2nc(NCCCO)n(Cc3ccccc3)c(=O)c21,7.3
CCCCC(CC)C(=O)Nc1cccc(Cl)c1 (stereo unspecified),3.9
Cc1cc(CNc2nc3nonc3nc2N2CCCCC2)nn1C,4.9
COc1cc(OC)c(/C=C2\SC(=Nc3cccc(Cl)c3C)NC2=O)c(OC)c1,-1.7
CCc1ccccc1NC(=O)c1cccnc1,-0.4
Cc1cc(=O)oc2cc(OC(=O)c3cccs3)ccc12,-3.5
CCOc1nc(-c2ccccc2)ccc1-c1noc(-c2ccc(C)cc2)n1,-5.8
Cc1cccc(Oc2cc(Oc3cccc(C)c3)cc(N3C(=O)COCC3=O)c2)c1,-6.2
CCN1CCN(C(c2cccc(OC)c2)C2C(=O)C=C(C)N(Cc3ccco3)C2=O)CC1 (stereo unspecified),-3.6
O=C(O)c1cc([N+](=O)[O-])cc([N+](=O)[O-])c1NCc1cccnc1,-3.8
COc1ccc2c(c1)C(=O)Cc1ccccc1S2,3.1
Cc1nn(CC(=O)N2CCN(c3ccc(Cl)cc3)CC2)c(=O)c2cccn12,-16.8
Cc1cccc(NC(=O)c2c(NC(=O)c3ccccc3)sc3c2CCC3)c1,-0.1
O=S(=O)(N1CCOCC1)N1CCc2[nH]nc(Cc3ccccc3)c2C1,10.8
Cc1ccc(C)c(N2CCN(CCCNc3ncnc4onc(-c5ccc(Cl)cc5)c34)CC2)c1,-4.2
CCc1cccc(CC)c1NC(=O)c1cc(S(=O)(=O)N2CCc3ccccc32)cn1C,-3.9
CC1CN(C(=O)/C=C/c2cccs2)C(C)CN1C(=O)/C=C/c1cccs1 (stereo unspecified),-1.6
CCOc1cc(C(=O)N2CC(=O)Nc3ccc(F)cc3C2c2ccccc2)cc(OCC)c1OCC (stereo unspecified),4.8
Cc1ccccc1-c1noc(-c2cc(-c3ccc(F)cc3)n[nH]2)n1,0.3
COc1ccc(CNC2CCCc3nc(N4CCC(CO)CC4)ncc32)c(F)c1 (stereo unspecified),-3.2
O=C1C=C(c2cccnc2)N(c2ccc(Cl)cc2)C(=O)C1Cc1ccccc1 (stereo unspecified),3.3
Cc1cccc(C(=O)c2cccc(NC(=O)CN3C(=O)c4ccccc4C3=O)c2)c1C,-5.7
COc1ccc(NC(=O)c2[nH]nc3c2CSc2ccccc2-3)c(OC)c1,2.5
c1ccc(-c2cc3c(N4CCCCC4)ncnc3s2)cc1,3.4

# ROC1-CUL1 inh, what is marked active above
SMILES,ROC1-CUL1 inh
CN=C1CC=CC=C(C(=O)/C=C/c2ccc(C)cc2C)C1=O,103.0*

# (continued)
SMILES,ROC1-CUL1 inh
CC(=O)NC(=S)Nc1cc2nn(-c3ccccc3)nc2cc1Cl,1.9
N#CC1C(=N)OC2=NC(=S)NC(=O)C2C12C(=O)Nc1ccccc12 (stereo unspecified),-4.4
CCCOc1ccc(/C=C2\SC(=N)NC2=O)cc1OC,4.0
CCN1CCC(NC(=O)C2c3ccccc3Oc3ccccc32)CC1,3.4
COC(=O)C1C(=O)c2cc(Cl)ccc2N=C1SCC(=O)Nc1ccccc1C(F)(F)F (stereo unspecified),-5.9
COc1cccc(CNC(=O)c2ccc(-c3nc(CS(=O)c4ccccc4)c(C)o3)cc2)c1 (stereo unspecified),-1.1
Cc1cccc(CNC(=O)C2CCN(c3nnc(-n4c(C)ccc4C)s3)CC2)c1,-4.6
Cc1ccc2c(c1)/C(=N\O)CC(O)(C(F)(F)F)O2 (stereo unspecified),-1.3

# Compound activity as filed in PubChem BioAssay.
